High-throughput results: PubChem, Broad Institute
PglD inh – inhibitors of Campylobacter jejuni PglD acetyltransferase; purified PglD enzyme, DTNB colorimetric CoA detection; inhibition, % at 12.5 µM; actives 0.098% (n = 360,000); AID 602405; in the data active means inhibition above about 16%, passing the limit was not always enough; inconclusive means no clear call, values can overlap the other calls; further: strong numbers were not always called active
ERAP1 inh – inhibitors of human ERAP1 aminopeptidase; AID 652197; actives 0.15% (n = 340,000); inhibition, % at 10.7 µM; recombinant ERAP1, Leu-AMC fluorescence, 60 min;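 active means mean replicate inhibition of at least 30%, or all replicates individually reaching that 30% level; inactive means mean below 30% and not every replicate reaching it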;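 further: 0% = neutral control wells and 100% = L-leucinethiol positive control wells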
Target sequence (Q9NZ08 whole entry, looked up): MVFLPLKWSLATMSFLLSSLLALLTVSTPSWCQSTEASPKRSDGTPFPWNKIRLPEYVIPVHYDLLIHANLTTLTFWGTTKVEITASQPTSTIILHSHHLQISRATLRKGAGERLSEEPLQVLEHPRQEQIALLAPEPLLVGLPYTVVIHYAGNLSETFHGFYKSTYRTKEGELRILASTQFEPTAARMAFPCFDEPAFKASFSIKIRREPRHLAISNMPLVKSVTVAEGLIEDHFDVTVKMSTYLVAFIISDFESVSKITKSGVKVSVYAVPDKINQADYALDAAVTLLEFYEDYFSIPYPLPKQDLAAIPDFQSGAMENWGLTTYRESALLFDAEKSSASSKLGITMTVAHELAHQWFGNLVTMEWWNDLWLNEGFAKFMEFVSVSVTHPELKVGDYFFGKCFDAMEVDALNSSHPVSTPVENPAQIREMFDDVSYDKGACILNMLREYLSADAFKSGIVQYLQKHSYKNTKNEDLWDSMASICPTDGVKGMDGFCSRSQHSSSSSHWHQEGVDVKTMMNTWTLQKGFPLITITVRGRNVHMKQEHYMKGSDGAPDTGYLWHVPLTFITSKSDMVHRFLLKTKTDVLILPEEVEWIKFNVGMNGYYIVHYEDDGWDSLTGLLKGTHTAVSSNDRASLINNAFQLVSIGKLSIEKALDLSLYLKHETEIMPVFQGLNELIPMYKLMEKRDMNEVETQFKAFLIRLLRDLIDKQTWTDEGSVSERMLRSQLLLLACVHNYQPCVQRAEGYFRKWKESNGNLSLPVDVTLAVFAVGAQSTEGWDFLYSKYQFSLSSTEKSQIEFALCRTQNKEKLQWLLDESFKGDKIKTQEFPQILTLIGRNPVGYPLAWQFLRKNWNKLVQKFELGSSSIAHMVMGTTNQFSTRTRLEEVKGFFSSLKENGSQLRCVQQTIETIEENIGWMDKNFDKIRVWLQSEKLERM
FN deposition inh – fibronectin deposition inhibition | AH1F fibroblasts, Alexa488-fibronectin deposition fluorescence, overnight | inhibition, % at 12.6 µM | actives 0.086% (n = 350,000);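 active means mean inhibition across replicates of 30% or more, regardless of how many single replicates reach that level; inconclusive means mean under 30% yet at least half of replicates reach 30%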;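 further: positive control wells lacked labelled fibronectin entirely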
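Schedule: 1 h cell adhesion before compound, then overnight fibronectin incubation; test system: AH1F fibroblast monolayer depositing Alexa488-labelled fibronectin into matrix; quantity: 10000 AH1F cells per well; probe or stimulus: fluorescent fibronectin at 24 nM final; signal: fluorescence, ex 485 nm, em 525 nm; evaluation: percent inhibition as loss of matrix-bound fibronectin fluorescence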
LGR2 inh – blocks bursicon-induced cAMP signaling via Drosophila LGR2; HEK293 LGR2, CRE-luciferase, bursicon-stimulated, 4 h; inhibition, % at 9.99 µM; actives 0.35% (n = 380,000); AID 720647;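 active means drop in luminescence signal, shown as inhibition above about 50% in the replicate tests, limit read from the data, passing the limit was not always enough; inconclusive means probably only some replicates passing the limit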;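 further: agonist challenge used bursicon conditioned medium at about half maximal strength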
PAX8 inh HTS – lowers PAX8-driven luciferase in RMG-I cells; RMG-I TPO-luciferase reporter, SteadyGlo, 24 h; inhibition, % at 12.6 µM; actives 1.2% (n = 360,000);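 active means mean replicate inhibition at least 60% with every replicate also reaching 60%; inconclusive means only one of the two criteria is met; inactive means mean below 60% and not all replicates reaching 60%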;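 further: luciferase light reporting Pax8 driven TPO promoter activity; plate controls were median of neutral control wells for no effect and mitoxantrone controls for full effect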
PGC1a acetyl inh – PGC1a acetylation modulation, inhibitor mode; inhibition, % at 15.6 µM; actives 0.17% (n = 350,000); U2OS PGC1a acetylation, AlphaScreen anti-acetyl-lysine; with virally co-expressed GCN5 acetyltransferase;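 active means every replicate shows inhibition of at least 40%; inconclusive means mean inhibition at least 40% but some replicate below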;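 further: 0% = neutral control wells and 100% = positive control wells; some results beyond the cut were filed as inactive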
EWS-Fli block – blocks EWS/Fli oncoprotein-driven transcription. AID 651661. A673 NR0B1-luciferase reporter, viability-normalised. inhibition, % at 12.6 µM. actives 0.67% (n = 350,000);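 active means mean inhibition of at least 50% after viability correction, with every replicate also passing that limit; inconclusive means mean reaches 50% but only one of two replicates passes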;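 further: firefly luciferase signal divided by Alamar Blue viability fluorescence both relative to DMSO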
S100A4 inh HTS – inhibitors of human S100A4 binding to myosin IIA peptide; S100A4/TAMRA-MyoIIA peptide fluorescence polarization; inhibition, % at 10.7 µM; actives 0.14% (n = 360,000); AID 652163;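 active means mean inhibition of at least 70% across replicates, with every replicate also reaching that level; inconclusive means mean inhibition reaches 70% but some replicates fall short; inactive means mean inhibition below 70%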
Target sequence (P26447 whole entry, looked up): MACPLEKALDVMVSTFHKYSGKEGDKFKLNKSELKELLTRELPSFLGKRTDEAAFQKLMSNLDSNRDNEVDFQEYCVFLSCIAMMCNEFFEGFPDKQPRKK
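Compound dosing: one dose per compound; test system: human S100A4 monomer with TAMRA-labelled myosin IIA peptide; probe or stimulus: TAMRA-labelled myosin IIA heavy-chain peptide probe, 5 nM; medium: HEPES buffer with Ca2+, pH 7.2; schedule: 5 min incubation before reading; benchmarks: neutral control DMSO, positive control TFP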
Active calls of the source: *; u = inconclusive; x = no result given; & = joins results of further samples.

SMILES	PglD inh	ERAP1 inh	FN deposition inh	LGR2 inh	PAX8 inh HTS	PGC1a acetyl inh	EWS-Fli block	S100A4 inh HTS
Cc1ccc2[nH]c(=O)c(Cc3ccccc3)c(O)c2c1	-5	-3	-1	-1	16	3	3	-2
O=C(CCN1CCCCC1)N[C@@H]1CC[C@@H](CCn2cc(-c3cccc(F)c3)nn2)O[C@@H]1CO	1	0	8	-33	2	-3	6	9
O=C(/C=C/c1ccccc1)Nc1ncn[nH]1	-2	0	x	-2	x	-9	10	-3
Cc1ccc(NC(=O)C2CCN(c3ncnc4c3nc3n4CCCCC3)CC2)nc1	3	-2	-4	-25	0	5	x	-4
O=C(COC(=O)c1cccnc1Nc1ccccc1F)NCCN1C(=O)CSC1=O	x	1	x	8	x	0	-4	1
CC(=O)NC(c1ccc(F)c(F)c1)c1nc(-c2cccs2)cs1 (stereo unspecified)	-3	5	-2	-2	-2	11	-4	1
Cc1ccc(C(=O)/C=C\C(=O)c2ccc(C)cc2)cc1	x	-3	6	33	6	x	44	-1
COc1cccc(NC(=O)N2CC(=O)N3[C@H](CO)[C@@H](c4ccc(C#CC5CCCCC5)cc4)[C@@H]3C2)c1	x	x	x	9	0	-7	-5	-3
COCCN1C[C@@H](CO)O[C@@H](n2cnc3c(NC4CCC4)ncnc32)C1	2	1	0	25	14	7	-5	-7
Cc1cccc(S(=O)(=O)N2[C@@H]3c4cccc(=O)n4C[C@H]2[C@H](CO)[C@H]3C(=O)NC2CCC2)c1	-1	-5	x	16	-14	7	2	3
Cn1c(SCC(=O)NCC2CCCO2)nnc1-c1ccc(Cl)cc1 (stereo unspecified)	2	2	0	6	2	4	-1	8
O=C(Cc1ccccc1F)OCN1C(=O)c2ccccc2C1=O	-5	2	3	-9	0	x	-4	u
C[C@@H]1CN([C@H](C)CO)C(=O)c2cc(-c3ccccc3)cnc2O[C@@H]1CN(C)Cc1ccccc1	-1	0	-17	-10	x	-7	4	-14
Cc1nc([N+](=O)[O-])cn1-c1ccc(N)cc1	5	5	0	-5	4	6	-8	0
CO[C@@H]1CN(C)C(=O)c2ccc(NC(C)=O)cc2OC[C@@H](C)N(C(=O)CC2CC2)C[C@H]1C	12	0	-1	-1	-2	6	8	11
CC1CSc2ccccc2NC1=S (stereo unspecified)	-1	x	-4	x	3	-17	x	x
O=C(CSc1nnc(-c2cccc(F)c2)o1)N1CCOCC1	-3	0	5	-1	-12	x	-36	1
COCCC1CCCCN1C(=O)c1cc(COc2ccc(C)nc2)on1 (stereo unspecified)	3	-2	-3	1	1	0	x	0
c1ccc2nc(N3CCCC3)c(N3CCCCC3)nc2c1	2	1	2	-19	-8	x	9	-5
COc1cccc(CC(=O)OCC(=O)c2cc(OC)c(OC)c(OC)c2)c1	-3	-1	2	-12	-1	-1	3	-3
Cc1cc(C(=O)Nc2cccc3c2O[C@@H](CN(C)Cc2ccc(-c4ccccc4)cc2)[C@H](C)CN([C@H](C)CO)C3=O)n(C)n1	3	0	x	-31	70*	2	-14	-2
COc1cccc2cc(C(=O)OC3CCN(C)CC3)c(=O)oc12	-5	-4	-2	-16	-5	14	-6	-2
O=c1n(CCCN2CCN(c3cccc(Cl)c3)CC2)nc2ccccn12	0	-1	5&0	-3	4	6	0	-6&-8
C[C@H](CO)N1C[C@H](C)[C@H](CN(C)C(=O)[C@H](Cc2ccccc2)N(C)C)OCc2ccccc2-c2ccccc2C1=O	0	-1	1	-8	-9	3	1	-1
C[C@H](CO)N1C[C@H](C)[C@H](CN(C)Cc2ccccc2)Oc2ccc(NC(=O)Nc3ccccc3)cc2CC1=O	-1	0	x	3	19	8	11	5
C[C@@H]1CN([C@H](C)CO)C(=O)c2cc(C3=CCCCC3)cnc2O[C@@H]1CN(C)Cc1ccccc1C(=O)O	5&9&1	6&3&1	x	-5&-5	-8	2&-1&-5	-4&4&-3	19&-38&-5
COc1ccc(NC(=O)CCN2CCOCC2)c(OC)c1	-7	-2	-12	-5	14	5	2	0
O=S(=O)(c1ccc(F)cc1)n1ccc2cccnc21	4	x	-3	x	11	-6	x	x
CC(=O)N1[C@H](C(=O)NCc2ccccc2Cl)[C@@H](CO)[C@@H]2Cn3c(ccc(-c4ccncc4)c3=O)[C@@H]21	0	-3	x	2	x	x	-7	10
C[C@@H]1CN([C@@H](C)CO)C(=O)Cc2cc(N(C)C)ccc2O[C@@H]1CN(C)Cc1ccccc1	3	1	x	5	21	-6	55*	-1
C[C@@H]1CCCCO[C@H](CN(C)Cc2ccc(C(F)(F)F)cc2)[C@H](C)CN([C@H](C)CO)C(=O)c2cc(NC(=O)C3CCCCC3)ccc2O1	-1	x	x	35	-4	9	15	x
CCC(=O)N1CC2(C1)CN(Cc1ccc(Cl)cc1)[C@@H](CO)c1[nH]c3cc(OC)ccc3c12	x	0	x	12	x	x	8	9
Cc1ccc(C)c(NC(=O)c2cc(C)nc3ccccc23)c1	2	-2	-5	-7	21	29	5	3
N/C(=N\OC(=O)c1ccco1)c1cccnc1	x	-8	3	-24	-91	-4	-48	-3
COc1ccc(NC(=O)Nc2ccc3c(c2)CC(=O)N([C@H](C)CO)C[C@H](C)[C@H](CN(C)S(=O)(=O)c2ccccc2)O3)cc1	x	-1	-4	-8	x	2	-1	1
Cc1c(C(=O)Nc2ccccn2)sc2nc3n(c(=O)c12)CCC3	-2	0	1	-35	-88	x	x	-3
CC(=O)N[C@@H]1C=C[C@@H](CC(=O)NCC2CCCCC2)O[C@@H]1CO	2	1	-11	-5	-9	12	0	2
C/C=C/COC(=O)c1[nH]c2c(c1C)C(=O)CC(c1ccc(N(C)C)cc1)C2 (stereo unspecified)	1	0	-6	-5	4	-4	9	58
Cc1cccc(NC(=O)c2cccc(S(=O)(=O)Nc3ccccc3C(=O)O)c2)c1	-1	-11	-4	3	-16	-1	11	-4
O=C(c1cccs1)N1CCN(c2nc3ccc([N+](=O)[O-])cc3s2)CC1	x	-3	-2	0	-1	x	-8	3
OCC[C@H]1NCc2cc(CO)cc(-c3ccccc3)c21	-5	x	-17	-8	-17	x	-4	-1
COC(=O)C(c1ccccc1)C1(O)CC(C)N(C)CC1C (stereo unspecified)	6	-1	-5	8	-9	-3	-6	0
C[C@H]1CN([C@@H](C)CO)C(=O)c2cc(NC(=O)CCC(F)(F)F)ccc2O[C@@H]1CN(C)Cc1ccc(C(=O)O)cc1	-4	-1	x	24	1	-2	-7	-37
Cc1cc(CSC(=N)N)c(CSC(=N)N)cc1C	x	-1	-6	x	7	-1	-8	-2
COCCN(C(=O)/C=C/c1cccc([N+](=O)[O-])c1)c1c(N)n(Cc2ccccc2)c(=O)[nH]c1=O	-2	0	-2	8	-9	4	-8	13
O=C(COC(=O)c1cc(S(=O)(=O)N2CCCC2)ccc1O)NCc1ccccc1	-4	1	-6	18	-12	2	0	-1
C[C@@H]1CN([C@H](C)CO)S(=O)(=O)c2ccc(C#CC(C)(C)O)cc2O[C@H]1CN(C)Cc1ccncc1	-1	-2	3	-20	x	1	6	6
CC(=O)N1c2ccc(S(=O)(=O)N3CCC(C(=O)N4CCCC(C)C4)CC3)cc2CC1C (stereo unspecified)	5	-1	4	-12	11	5	9	2
OCC1(CCCc2ccccc2)CCN(Cc2ccc(F)cc2)CC1	x	-3	5	-7	-3	x	8	-4
COc1ccccc1CNC(=O)/C=C/c1ccc(Br)o1	-1	1	x	1	25	5	-2	-8
O=C(O)CN1C(=O)C2C3C=CC(C3)C2C1=O (stereo unspecified)	1	0	-1	-11	1	0	-3	4
O=C(O)CCCCCCC1C(=O)NC(=O)N1CCC(O)C1CCCCC1 (stereo unspecified)	-3	-2	5	-9	-10	-3	-8	1
COc1c(C)cc(C(=O)C2CCCN(C(=O)c3ccc4cc[nH]c4c3)C2)cc1C (stereo unspecified)	x	-2	x	9	15	8	-1	-2
COc1ccc(C(=O)Nc2ccccc2C(=O)NC(Cc2c[nH]c3ccccc23)C(=O)O)cc1 (stereo unspecified)	1	2	3	15	-26	4	-2	-9&-8
C[C@H](CO)N1C[C@H](C)[C@H](CN(C)C(=O)Nc2ccccc2)Oc2ncc(-c3cc4ccccc4o3)cc2C1=O	-4	4	-5	-8	-1	13	-9	-1
CCn1ncc(Br)c1C(=O)Nc1ncc(C)s1	x	6	-5	-26	-28	-2	-32	1
C[C@@H]1CCCCO[C@H](CN(C)C(=O)C2CCCCC2)[C@@H](C)CN([C@H](C)CO)C(=O)c2cc(N(C)C)ccc2O1	-3&2&6	0&-2&0	-6	-17&0	-7&-2&-3	7&1&1	2&-5	-1&-10&-5
C[C@@H]1CCCCO[C@H](CN(C)C(=O)Nc2ccc(C(F)(F)F)cc2)[C@@H](C)CN([C@H](C)CO)C(=O)c2cc(NS(=O)(=O)c3cn(C)cn3)ccc2O1	2	0	5	3	2	3	-5	-6
CSc1ccccc1-c1nnc(NC(=O)Cc2ccccc2)o1	1	0	12	3	-32	x	x	5
COc1ccc(NS(=O)(=O)c2ccc(NS(=O)(=O)c3cccs3)cc2)c(OC)c1	-1	-4	-6	11	4	x	4	-12

Other results.
SMILES	PglD inh	ERAP1 inh	FN deposition inh	LGR2 inh	PAX8 inh HTS	PGC1a acetyl inh	EWS-Fli block	S100A4 inh HTS
COc1ccc(NCC(=O)N/N=C/c2cc([N+](=O)[O-])ccc2N2CCCC2)cc1	x	-5	-5	32	16	-17	9	-5
CCCN(CCC)S(=O)(=O)c1cc2c(cc1Br)CCN2C(=O)CC	1	0	x	11	3	-12	-20	-1
O=C(CSC1=NS(=O)(=O)c2cc(Cl)ccc2N1)NCCc1ccccc1	0	-1	-2	5	-12	-41	4	1
CC1CCN(C(=O)C2CCCCN2S(=O)(=O)c2cccc([N+](=O)[O-])c2)CC1 (stereo unspecified)	x	-3	8	-11	4	x	16	40
CC[C@H](C)[C@@H]1NC(=O)[C@H]([C@@H](C)CC)NC(=O)[C@@H](CC(C)C)NC(=O)[C@H](Cc2ccccc2)NC(=O)[C@H](Cc2ccccc2)NC(=O)[C@@H]2CCCN2C(=O)[C@@H]2CCCN2C(=O)[C@H](C(C)C)NC(=O)[C@H](CC(C)C)NC1=O	5	6	-9	x	16	-2	20	-1
Cc1ccc(S(=O)(=O)N2CCN(c3ccc(N4CCOCC4)nn3)CC2)cc1[N+](=O)[O-]	6	-1	1	-12	-5	-21	9	-2
COc1cc(C(=O)NCc2nnc(SCC(=O)Nc3nc4ccccc4s3)o2)cc(OC)c1OC	x	2	1	x	-91	x	-5	-5
CCC(=O)Nc1ccc2c(c1)C(=O)N(C)C[C@@H](OC)[C@H](C)CN(C(=O)c1cnccn1)[C@H](C)CO2	0	2	-3	4	-14	-11	1	10
COc1ccc(CNC(=O)C/C(C)=N/NC(=O)c2ccc(OC)cc2OC)cc1	-4	-2	2	12	-14	x	-4	-3

This is a random part of the collection. About 2.1% of those tested had a hit in this group.
